# TrxR1 inh: qHTS Assay for Inhibitors of Mammalian Selenoprotein Thioredoxin Reductase 1 (TrxR1): qHTS; recombinant rTrxR1, NADPH fluorescence consumption, selenite substrate; Potency, µM (highest dose often 114 µM), for the others: at the top dose activity change, negative = inhibition, actives largely listed as inhibitors; 390,000 compounds, 1% hits; note: potency is the fitted concentration of half-maximal effect; % is set by controls: 0 for no effect and ±100 for the full control effect; nearly all actives have a fitted effect of over 65% in size
#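 Rat TrxR1 (90 nM in the dispensed reagent) was pre-reduced with 400 uM NADPH for 5 min at room temperature, then incubated with compound for 15 min. After 400 uM selenite was added, NADPH fluorescence (Ex 340/Em 450 nm) was followed for 8 min.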
# LDHA block: qHTS assay for inhibitors of human lactate dehydrogenase. L-lactate dehydrogenase A chain (Homo sapiens), P00338. purified LDHA, NADH/diaphorase-resazurin fluorescence; stronger effect = lower value. activity change, % (values are at about 110 or 230 µM). 480,000 compounds, 0.15% hits; in the data active = activity change below about -30%; inconclusive = mostly about -25% to -30%;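 note: plate controls were DMSO wells for no effect and wells without enzyme for full effect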
#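 LDH5 2 nM; NADH 0.06 mM, pyruvate 0.2 mM; 200 mM Tris pH 7.4, EDTA, Tween-20; 5 min RT. Detection: diaphorase 0.133 mg/mL + resazurin 37 µM, fluorescence ex540/em590 at 0 and 20 min; normalized to enzyme-free and DMSO wells.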
# mIDH1 inhibitor: qHTS for Inhibitors of mutant isocitrate dehydrogenase 1 (IDH1): qHTS. Isocitrate dehydrogenase [NADP] cytoplasmic (Homo sapiens), O75874. IDH1-R132H enzyme, NADPH consumption, diaphorase/resazurin fluorescence. Potency, µM (highest dose often 76.6 µM), inactives show at the top dose activity change, negative = inhibition, usual class: inhibitors. 390,000 compounds, 0.093% hits. AID 602179, 2012; note: potency is the fitted concentration of half-maximal effect; % is set by controls: 0 for no effect and ±100 for the full control effect; nearly all actives have a fitted effect of over 65% in size
# Target sequence (O75874 whole entry R132H, stated change not applied): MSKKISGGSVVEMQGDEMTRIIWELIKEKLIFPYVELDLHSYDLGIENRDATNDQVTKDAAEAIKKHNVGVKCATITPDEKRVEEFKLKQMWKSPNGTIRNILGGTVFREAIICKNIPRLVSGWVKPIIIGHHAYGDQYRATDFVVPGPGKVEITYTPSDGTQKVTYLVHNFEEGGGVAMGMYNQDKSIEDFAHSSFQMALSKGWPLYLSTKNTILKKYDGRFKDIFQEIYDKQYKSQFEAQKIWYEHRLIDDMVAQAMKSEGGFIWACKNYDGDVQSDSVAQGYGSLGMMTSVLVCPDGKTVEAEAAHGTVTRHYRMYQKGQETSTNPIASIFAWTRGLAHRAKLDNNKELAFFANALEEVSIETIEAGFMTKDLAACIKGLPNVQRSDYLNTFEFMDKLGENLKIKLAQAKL
#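 IDH1-R132H (0.5 ug/mL dispensed) in pH 7.5 Tris buffer was preincubated 30 min with compound, then given a substrate mix of 0.016 mM NADPH and 2 mM alpha-KG for 80 min at room temperature; remaining NADPH was read by diaphorase/resazurin fluorescence.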
# GRP78 ERSR act: qHTS for Inducers of the Endoplasmic Reticulum Stress Response (ERSR) in Human Glioma: qHTS | U87-MG GRP78 promoter luciferase reporter, 16 h | Potency, µM, inactives show at the highest dose activation, hits mostly activators | 420,000 compounds, 0.02% hits | AID 602332, 2012; note: potency is the fitted concentration of half-maximal effect; series mostly up to about 76 µM; % of control where 0% means no effect; nearly all actives have a fitted effect of over 35% in size
#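 ERSR induction read as luciferase luminescence (Bright-Glo, 10 min at room temperature) in stably transfected human U87-MG glioma cells exposed to compounds for 16 h, using GRP78 as sensor.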
# TrxR1 substrate: qHTS Assay for Substrates of Mammalian Selenoprotein Thioredoxin Reductase 1 (TrxR1): qHTS; Potency, µM (doses to about 114 µM), for the others: at the top dose activity change, negative = substrate turnover; AID 588456, 2011; 390,000 compounds, 0.01% hits; purified TrxR1 substrate turnover, NADPH consumption readout; Thioredoxin reductase 1, cytoplasmic (Rattus norvegicus), O89049; note: potency is the fitted concentration of half-maximal effect; % is set by controls: 0 for no effect and ±100 for the full control effect; nearly all actives have a fitted effect of over 50% in size
#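 Rat TrxR1, dispensed at 90 nM, was prereduced with 400 uM NADPH (final) for 5 min at ~22 deg C, then incubated with compound 15 min before 400 uM selenite. A first-read NADPH fluorescence drop versus no-compound background flagged substrates.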
# Vif-APOBEC3G blk: qHTS for Inhibitors of Vif-A3G Interactions: qHTS | HeLa A3G-eYFP + Vif (tagged APOBEC3G with the HIV-1 protein that degrades it), YFP fluorescence, overnight | Potency, µM (series often up to 46.1 µM), without a hit: top-dose activity, negative = active, actives largely listed as inhibitors | 410,000 compounds, 0.076% hits;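 note: potency is the fitted concentration of half-maximal effect; % is set by controls: 0 for no effect and ±100 for the full control effect; nearly all actives have a fitted effect of over 60% in size; hits raise eYFP signal because A3G escapes Vif-driven loss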
# Target sequence (Q9HC16 whole entry, looked up): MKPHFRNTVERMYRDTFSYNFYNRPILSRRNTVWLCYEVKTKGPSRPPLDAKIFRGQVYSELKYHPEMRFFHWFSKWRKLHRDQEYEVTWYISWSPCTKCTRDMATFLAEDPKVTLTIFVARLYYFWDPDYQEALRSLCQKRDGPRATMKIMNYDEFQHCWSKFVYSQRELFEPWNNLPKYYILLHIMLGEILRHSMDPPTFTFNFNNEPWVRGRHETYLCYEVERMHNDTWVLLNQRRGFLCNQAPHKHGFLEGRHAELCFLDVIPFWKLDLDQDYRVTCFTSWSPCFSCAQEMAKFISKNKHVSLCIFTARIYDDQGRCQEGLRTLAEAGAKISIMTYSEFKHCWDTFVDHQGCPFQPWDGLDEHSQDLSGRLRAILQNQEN
#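 Read-out is eYFP fluorescence (Ex 488/Em 500-530) from Vif-expressing HeLa A3G-eYFP cells; more signal means A3G escaped Vif-mediated degradation. Cells plated overnight, compound pinned in, incubated overnight at 37 deg C.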
# Vif-A3F inh: qHTS for Inhibitors of Vif-A3F Interactions: qHTS; AID 602313, 2012; HeLa A3F-eYFP + Vif (tagged APOBEC3F with the HIV-1 protein that degrades it), YFP fluorescence increase; 390,000 compounds, 0.2% hits; Potency, µM (highest dose often 46.1 µM), without a hit: top-dose activity, negative = active; note: potency is the fitted concentration of half-maximal effect; % of control where 0% means no effect; nearly all actives have a fitted effect of over 65% in size
#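 HeLa cells stably expressing A3F-eYFP plus Vif, plated and incubated overnight at 37 deg C, then exposed to compounds overnight at 37 deg C. Blocked degradation read as raised yellow fluorescence (Ex 488/Em 500-530).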
# USP1 inh: Inhibitors of USP1/UAF1: Primary Screen | Ubiquitin carboxyl-terminal hydrolase 1 (Homo sapiens), O94782 | recombinant USP1/UAF1, Ub-Rhodamine cleavage fluorescence | AID 743255, 2014 | Potency, µM (highest dose often 57.1 µM), for inactives: at the highest dose activity change, negative = inhibition, most hits filed as inhibitors | 390,000 compounds, 0.23% hits; note: potency is the fitted concentration of half-maximal effect; % is set by controls: 0 for no effect and ±100 for the full control effect; nearly all actives have a fitted effect of over 60% in size; inactives centre near -12
#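 High-throughput fluorogenic screen: 1nM USP1/UAF1 complex, Ub-Rho substrate 150nM final, 50mM HEPES pH 7.8 with 0.5mM EDTA, 0.1 mg/ml BSA, 1mM TCEP and 0.01% Tween-20.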
# RGS4 inh: Inhibitors of Regulator of G Protein Signaling (RGS) 4: qHTS; Regulator of G-protein signaling 4 (Homo sapiens), P49798; Transcreener GDP fluorescence polarization, RGS4-accelerated GTP hydrolysis; Potency, µM (highest dose often 114 µM), for inactives: at the top dose activity change, negative = inhibition, actives largely listed as inhibitors; 390,000 compounds, 0.039% hits; note: potency is the fitted concentration of half-maximal effect; % is set by controls: 0 for no effect and ±100 for the full control effect; nearly all actives have a fitted effect of over 75% in size; some results filed as inactive show a strong effect at the top dose
# Target sequence (P49798 whole entry, looked up): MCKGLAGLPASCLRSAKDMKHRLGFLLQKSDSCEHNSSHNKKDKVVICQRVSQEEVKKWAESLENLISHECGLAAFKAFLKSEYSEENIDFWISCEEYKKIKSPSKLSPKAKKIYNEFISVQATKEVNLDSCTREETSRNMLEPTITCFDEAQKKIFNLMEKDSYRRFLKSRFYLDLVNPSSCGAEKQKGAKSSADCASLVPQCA
#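 MLSMR compounds (23 nl, pin-transferred) preincubated 10 min at room temperature with a 500nM (2x) first reagent, then RGS4 at 900nM (2x) plus Transcreener GDP mix added; fluorescence polarization (620/688 nm) read before and after 90 min at 30 °C.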
# * = called active by the depositor; u = inconclusive; x = no result given; & = joins results of further samples; [ ] = dose if it differs, or a comment. Unless noted, calls come from the whole dose curve; as a rule, active = well fitted curve in the direction sought with a large enough effect; inconclusive = small, poorly fitted or top-dose-only effect, or another doubt; inactive = no such curve, though single readings can be large; an effect the other way counts as inactive or inconclusive.
# The first six entries as a preview:
SMILES,TrxR1 inh,LDHA block,mIDH1 inhibitor,GRP78 ERSR act,TrxR1 substrate,Vif-APOBEC3G blk,Vif-A3F inh,USP1 inh,RGS4 inh
CC(=O)N1CCN(S(=O)(=O)c2cccc(C(=O)N(Cc3ccccc3)c3ccc(C)cc3)c2)CC1,7%,2,3%,-1%,-2%,0%,6%,-20%,-14%
Cc1cc(Br)ccc1NC(=O)C1CCN(S(=O)(=O)c2cccc3nsnc23)CC1,1%,2,3%,1%,-5%,3%,-1%,-8%,-3%
O=C(COc1ccccc1Cc1ccccc1)Nc1cccnc1,-3%,1,7%,-5%,-10%,1%,-19%,-2%,32%
CCn1c(COc2ccccc2C)nc2ccccc21,15%,-5,8%,-5%,-1%,-7%,-10%,-20%,-20%
CCOC(=O)C1(CCOc2ccccc2)CCN(Cc2ccc(OC)cc2)CC1,8%,1,2%,-1%,-1%,3%,-18%,-4%,-4%
Cc1ccc(CN(Cc2ccco2)C(=O)COc2c(C)cc(C)cc2C)cc1,-3%,-2,0%,-2%,-1%,-5%,0%,-20%,-34%

# Results, repeating the preview:
SMILES,TrxR1 inh,LDHA block,mIDH1 inhibitor,GRP78 ERSR act,TrxR1 substrate,Vif-APOBEC3G blk,Vif-A3F inh,USP1 inh,RGS4 inh
CC(=O)N1CCN(S(=O)(=O)c2cccc(C(=O)N(Cc3ccccc3)c3ccc(C)cc3)c2)CC1,7%,2,3%,-1%,-2%,0%,6%,-20%,-14%
Cc1cc(Br)ccc1NC(=O)C1CCN(S(=O)(=O)c2cccc3nsnc23)CC1,1%,2,3%,1%,-5%,3%,-1%,-8%,-3%
O=C(COc1ccccc1Cc1ccccc1)Nc1cccnc1,-3%,1,7%,-5%,-10%,1%,-19%,-2%,32%
CCn1c(COc2ccccc2C)nc2ccccc21,15%,-5,8%,-5%,-1%,-7%,-10%,-20%,-20%
CCOC(=O)C1(CCOc2ccccc2)CCN(Cc2ccc(OC)cc2)CC1,8%,1,2%,-1%,-1%,3%,-18%,-4%,-4%
Cc1ccc(CN(Cc2ccco2)C(=O)COc2c(C)cc(C)cc2C)cc1,-3%,-2,0%,-2%,-1%,-5%,0%,-20%,-34%
O=C1CC(c2ccccc2F)c2cc3c(cc2N1)CCC3 (stereo not given),7%,-4,4%,-4%,9%,u,-5%,2%,14%
CCc1ccc(S(=O)(=O)c2nnn3c2nc(N(CC)Cc2ccccc2)c2cc(Cl)ccc23)cc1,46%[activator],-1,14%,-4%,70%[activator],0%,-12%,-8%,3%
CCOC(=O)c1[nH]c2cc(OC)c(OC)cc2c1NC(=O)C(C)N1CCN(Cc2ccccc2)CC1 (stereo not given),-18%,3,9%,-2%,90%[activator],-19%,-18%,-18%,-18%
CC1CCN(C(=O)CSc2nnc(CNC(=O)c3c(F)cccc3F)o2)CC1,2%,-4,2%,-2%,1%,3%,1%,-13%,-20%
CC1(C)OC(=O)C2(Cc3c(F)cccc3N3CCCC32)C(=O)O1 (stereo not given),9%,0,x,-4%,0%,-3%,x,x,-12%
CCOc1ccc(CN(C)CC(=O)Nc2cccc(C)c2)cc1OC,34%[57.1 µM],-5,4%,-5%,10%[57.1 µM],-5%,4%,-22%,-17%
CC(=O)N1CCCC1c1nc2ccccc2n1Cc1cc(C)ccc1C (stereo not given),-1%,-9,1%,-2%,-10%,1%,2%,2%,26%
CC(=O)N/C(=C/c1ccccc1)C(=O)NCCO,-6%,0,0%,-1%,-9%,1%,1%,-7%,33%
O=C(CN1C(=O)COc2ccc(S(=O)(=O)N3CCOCC3)cc21)N1CCN(c2ccccc2F)CC1,6%,-6,27%,-1%,-2%,2%,-3%,-9%,9%
COC(=O)c1sc2cccc(F)c2c1S(=O)(=O)Nc1ccc(N(C)C)cc1,19%[57.1 µM],2,-2%,-2%,1%[57.1 µM],1%,-2%,-14%,-9%
CCc1ccccc1Oc1coc2cc(O)ccc2c1=O,-4%,2,1%,0%,13%,-5%,-4%,1%,22%
COc1ccc(CCNC(=S)N2CCN(S(=O)(=O)c3ccc(F)cc3)CC2)cc1,7%,1,1%,-2%,-3%,0%,3%,-21%,3%
Cc1nnc(SCC(=O)N2CCC(Cc3ccccc3)CC2)n(N)c1=O,5%[57.1 µM],3,7%,4%,-10%[57.1 µM],-6%,1%,-12%,12%
O=C(Nc1ccc2c(c1)OCO2)c1cccs1,17%,-5,4%,1%,3%,0%,-3%,4%,29%
CC(=O)c1c(C)[nH]c(C(=O)N2CCc3ccccc3C2)c1C,-5%,-5,2%,-3%,-3%,-1%,x,-1%,-1%
COc1ccc(/C=N/NC(=O)CCSc2nc3ccccc3s2)cc1,21%,-8,-1%,-2%,-6%,u,-12%,-18%,6%[11.4 µM]
CCCCCCCCC(=O)NNC(=O)c1c(O)c2ccccc2n(CC)c1=O,30%[57.1 µM],-3,-6%,-6%,8%[57.1 µM],0%,-17%,-14%,2%
CCOC(=O)CC1Sc2ccccc2NC1=O (stereo not given),30%,1,4%,0%,7%,-2%,-8%,-6%,-10%
C=CCNC(=O)c1cc(-c2ccncc2)nc2c(C)cc(C)cc12,0%,-1,-4%,-1%,29%,-14%,1%,-26%,-31%
CC(C)c1ccc(NC(=O)CN(C)C2=NS(=O)(=O)c3ccccc32)cc1,x,0&-15,8%,-5%,x,-8%,-5%,-27%,x
COC(=O)CN1C(=O)[C@H]2[C@@H](c3ccc(C)o3)N3C(=O)CN(Cc4ccccc4)C(=O)[C@@]3(C)[C@H]2C1=O,u,-1,-9%,-1%,10%[57.1 µM],0%,-4%,4%,-31%
Cc1ccc2c(C(=O)CNc3nncs3)c(C)[nH]c2c1,u,-1&1,13%,-3%&-2%,0%&-12%,-2%&1%,7%,-17%,-21%
Cc1cc(C)cc(C(=O)Nc2ccc(N3CCN(C(=O)c4ccco4)CC3)cc2)c1,-15%,-6,3%,-3%,-13%,-13%,4%,1%,3%
CCOC(=O)C1CCCN(C(=O)c2cc3cc4ccc(OC)cc4nc3o2)C1 (stereo not given),u,-6,-3%,-7%,83%[activator],2%,2%,-14%,16%
CC1(c2ccc(Cl)cc2)NC(=O)N(CC(=O)NC2CCCCC2)C1=O (stereo not given),31%[57.1 µM],2,-2%,-4%,10%[57.1 µM],-4%,1%,5%,10%
Cc1ccc(S(=O)(=O)c2nc(S(C)(=O)=O)sc2N2CCOCC2)cc1,4%,0,-10%,-5%,-2%,3%,-14%,-14%,-6%[56.9 µM]
COc1ccc(NC(=O)NCc2ccc3c(c2)OCO3)cc1,-30%,-12,1%,2%,-18%,-1%,-2%,-19%,12%
COc1cccc(OCCCOc2ccccc2C(C)C)c1,27%,1,5%,-1%,0%,-7%,-8%,3%,-11%
O=C(Cc1ccccc1)NC(NCCc1ccccc1)C(Cl)(Cl)Cl (stereo not given),18%[57.1 µM],-6,8%,-2%,10%[57.1 µM],4%,1%,-23%,12%
NNC(=O)c1ccc(CSc2nc3ccccc3[nH]2)cc1,11%[57.1 µM],-4,2%,3%,6%,-6%,12%,-1%,-2%
CCOc1ccccc1OCCCC(=O)ON=C(N)c1ccccc1,31%,1,-6%,3%,0%,2%,0%,-23%,17%
O=C(Cc1ccccc1)Nc1ccc(NC(=O)C2CCCCC2)nc1,21%[11.4 µM],-2,4%,3%,4%[11.4 µM],0%,17%,-9%,-31%
N=c1ccn(O)cc1CCc1ccccc1,20%,-5,2%,-1%,2%,2%,1%,-18%,-2%
O=C(CSc1nnc(CNC(=O)c2c(F)cccc2F)o1)Nc1ccc2c(c1)OCCO2,-1%,-6,-1%,2%,-9%,0%,3%,-8%,-31%

# Screening data: PubChem, National Center for Advancing Translational Sciences (NCATS)

# Not all compounds are listed; the hit share may differ from the screen's.
